Anthrax LF prot – anthrax lethal factor protease inhibition; P15917; multiplex microsphere protease cleavage assay, LF; inhibition, % at 10 µM; hit rate 0.12% among 360,000; AID 588501; note: plate controls were buffer without enzyme for full effect and enzyme alone for no effect
MazEF act – MazEF (E. coli) toxin RNase activation; P0AE70; FAM/BHQ RNA-DNA oligo cleavage fluorescence, 5 h; activation, % at 20 µM; hit rate 0.32% among 350,000; in the data active = activation above about 50%
Target sequence (P0AE70 whole entry, looked up): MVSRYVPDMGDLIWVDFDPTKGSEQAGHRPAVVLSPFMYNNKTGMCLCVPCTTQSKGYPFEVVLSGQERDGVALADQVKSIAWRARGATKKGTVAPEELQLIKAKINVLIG
3CLpro inhibitor – SARS-CoV 3CLpro protease inhibition | hit rate 0.14% among 290,000 | AID 1706 | inhibition, % at 6 µM | recombinant SARS-CoV 3CLpro, quenched FRET peptide cleavage; in the data active = inhibition above about 12%
BoNT-A LC inh2 – BoNT A light chain protease inhibition. multiplex microsphere protease substrate cleavage, flow cytometry. inhibition, % at 10 µM. hit rate 0.17% among 360,000. AID 588499; note: plate controls were buffer without enzyme for full effect and enzyme alone for no effect
BoNT-F LC inh – BoNT F light chain protease inhibition | Multiplex microsphere protease cleavage assay, flow cytometry | inhibition, % at 10 µM | hit rate 0.22% among 360,000; in the data active = inhibition above about 35%, passing the limit was not always enough; inconclusive = no clear call, values can overlap the other calls; note: plate controls were buffer without enzyme for full effect and enzyme alone for no effect
Rv3671c protease – inhibitors of M. tuberculosis serine protease Rv3671c | hit rate 0.048% among 320,000 | P9WHR9 | AID 2606 | inhibition, % at 5.96 µM; in the data active = inhibition above about 38%;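 note: extracellular domain of Rv3671c used as enzyme; 0% = enzyme with DMSO and 100% = no enzyme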
Target sequence (P9WHR9 whole entry, looked up, the tested form may be a part): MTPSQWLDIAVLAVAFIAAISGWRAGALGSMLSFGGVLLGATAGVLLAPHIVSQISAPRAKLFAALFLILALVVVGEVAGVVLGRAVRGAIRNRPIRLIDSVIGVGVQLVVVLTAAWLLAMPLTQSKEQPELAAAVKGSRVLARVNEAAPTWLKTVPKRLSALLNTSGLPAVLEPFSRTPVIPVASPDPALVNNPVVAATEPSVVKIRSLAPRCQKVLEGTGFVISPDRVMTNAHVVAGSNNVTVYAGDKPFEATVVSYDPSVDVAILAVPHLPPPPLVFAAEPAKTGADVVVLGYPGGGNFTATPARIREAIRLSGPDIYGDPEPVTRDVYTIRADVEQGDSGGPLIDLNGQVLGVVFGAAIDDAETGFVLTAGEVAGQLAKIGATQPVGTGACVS
CCHFV vOTU inh – blocks the CCHF virus ovarian tumor domain protease; CCHFV vOTU protease, Pep-AMC fluorescence; inhibition, % at 11.5 µM; AID 651958; hit rate 0.55% among 370,000; in the data active = inhibition above about 30%; note: 0% = vehicle wells with enzyme and 100% = no enzyme wells
PriA SSB inh – blocks PriA binding to SSB C-terminal tail; AlphaScreen SSBct-PriA binding, biotinylated peptide; inhibition, % at 33 µM; hit rate 0.6% among 430,000; in the data active = inhibition mostly above about 37%, no sharp cut-off; inactive = mostly below about 20%;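 note: plate controls were negative control peptide for no effect and reference peptide for full effect; strong numbers were not always called active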
VHR inh abs – DUSP3 (human) phosphatase inhibition. P51452. recombinant VHR phosphatase, pNPP absorbance. inhibition, % at 13.3 µM. hit rate 0.52% among 290,000; in the data active = inhibition above about 50%; note: some compounds called inactive have numbers as strong as hits
Target sequence (P51452 whole entry, looked up): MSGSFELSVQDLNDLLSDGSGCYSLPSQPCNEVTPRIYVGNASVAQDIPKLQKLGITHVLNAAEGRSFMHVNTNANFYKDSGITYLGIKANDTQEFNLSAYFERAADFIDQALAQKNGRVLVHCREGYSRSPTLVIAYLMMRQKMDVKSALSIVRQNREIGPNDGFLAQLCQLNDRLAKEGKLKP
PrPC TRFRET – reduces human prion protein on the cell surface | AID 720596 | hit rate 0.43% among 370,000 | cell surface PrPC, TR-FRET read-out | inhibition, % at 13.8 µM | P04156; in the data active = inhibition above about 24%; note: 0% = median of the test wells and 100% = reference compound wells
Starred values were filed as active, the others as inactive; i = inactive; ? = inconclusive; · = no result given. Cut-off read from the data, not from the text of the source, unless noted: active = inhibition above about 30%; inconclusive = no clear call, values can overlap the other calls; inactive = below that.

No. | compound | Anthrax LF prot | MazEF act | 3CLpro inhibitor | BoNT-A LC inh2 | BoNT-F LC inh | Rv3671c protease | CCHFV vOTU inh | PriA SSB inh | VHR inh abs | PrPC TRFRET
1 | Cc1cccc(NC(=O)C2CCN(S(=O)(=O)c3c(C)c(C)cc(C)c3C)CC2)n1 | -3 | -7 | · | 1.3 | -6 | 16 | -3 | -8 | · | 5
2 | Cc1ccc(C(=O)O)cc1-c1ccc(/C=C2\SC(=O)N(CC(=O)Nc3ccc4c(c3)OCO4)C2=O)o1 | -3 | -48 | 1 | 0.8 | -1 | -17 | 14 | -2 | 20 | -2
3 | CCC1CCCCN1C(=O)c1c(-c2ccccc2)noc1C (centres undefined) | -7 | -1 | 4 | -0.5 | -5 | -9 | -12 | -11 | -5 | 2
4 | O=C1N(Cc2cccnc2)C[C@@H]2C[C@@H](c3cccc(OC4CCCC4)c3)N3CCC[C@@]123 | 0 | -12 | -3 | -3.3 | 4 | -9 | 0 | 1 | 23 | 3
5 | O=C(NCCc1ccccc1)C(=O)NCCC1CCCCN1S(=O)(=O)c1ccccc1 (centres undefined) | ? | 3 | · | ? | ? | 1 | 19 | -13 | · | 5
6 | COCCn1c(C)cc(/C=N/NC(=O)c2cccnc2)c1C | -6 | 3 | 1 | -0.7 | -2 | -1 | -2 | · | 17 | 5
7 | CCCCN1C(=O)C2C(c3ccc(OC)cc3O)NC(CC(C)C)(C(=O)O)C2C1=O (centres undefined) | -5 | 11 | -5 | -0.2 | -2 | -6 | -4 | -3 | 13 | -2
8 | Oc1ccccc1N1CCN(c2ncnc3scc(-c4ccccc4)c23)CC1 | 0 | 0 | -6 | 0.1 | 7 | -9 | 13 | 24 | 21 | 5
9 | Cc1cc(C(=O)NNS(=O)(=O)c2cccc(Cl)c2)nn1C(C)(C)C | -5 | 0 | -3 | ? | ? | 3 | 4 | -1 | 5 | 0
10 | Cc1ccc(NC(=O)CNC(=O)c2cccs2)cc1S(=O)(=O)Nc1ccc(Cl)cc1 | -1 | 2 | 5 | -0.1 | 6 | -147 | -6 | 14 | -10 | 10
11 | COc1ccc(C(=O)Nc2cc(C)nn2-c2cccc(F)c2)cc1OC | -5 | 3 | -1 | -4.0 | 0 | 1 | 11 | -14 | 10 | -2
12 | Cc1ccc2nc(SCC(=O)Nc3ccc4c(c3)OCO4)nc(=O)n2c1 | -6 | 1 | · | 1.0 | -1 | 7 | 2 | 10 | · | 1
13 | CN(C(=O)c1ccccn1)c1nnc(-c2cccnc2)s1 | 0 | -5 | -2 | 0.1 | 16 | -7 | 1 | -2 | -10 | 0
14 | CC(C)(C)n1nnnc1C(c1cccnc1)N1CCN(C2CCCCC2)CC1 (centres undefined) | 2 | -2 | -2 | 2.2 | 4 | 2 | 9 | -4 | 4 | -7
15 | Cc1ccc2nc(NC(=S)NC(=O)c3cccs3)sc2c1 | -4 | -15 | 0 | -0.1 | 6 | -3 | 8 | -15 | 1 | -2
16 | CCOC(=O)C1=C(C)Nc2ccccc2N=C1NC(=O)C(c1ccccc1)c1ccccc1 | 3 | -2 | -2 | -0.4 | -10 | 6 | 4 | -8 | 26 | 5
17 | CCc1nccn1CCC(=O)NC1CC(C)(C)Cc2c1cnn2-c1ccc(OC)cc1 (centres undefined) | 0 | 11 | -4 | -0.4 | -3 | 0 | -1 | 2 | -15 | 9
18 | CCCCN1C(=O)C(C#N)CC2=C1CC(C)(C)CC2=O (centres undefined) | -2 | -4 | · | -0.3 | 6 | · | -10 | -4 | · | 4
19 | O=C(c1cc(COc2ccc(F)c(F)c2)on1)N1CCSCC1 | 2 | 6 | -5 | 0.4 | 0 | · | -3 | -10 | 4 | -4
20 | COc1ccc(-c2noc(CN3CCN(C(=O)c4cccs4)CC3)n2)c(OC)c1OC | -1 | 2 | -5 | -0.6 | 2 | -9 | 18 | -6 | 6 | 4
21 | Cc1noc(C)c1NC(=O)N(C)C[C@@H]1OCc2ccccc2-c2c(n(C)c3ccccc23)C(=O)N([C@H](C)CO)C[C@H]1C | 0 | 5 | · | -0.3 | 2 | · | 3 | · | · | -4
22 | CCCc1cc(=O)[nH]c(SCC(=O)c2c(N)n(C3CC3)c(=O)[nH]c2=O)n1 | 0 | 5 | · | 0.1 | 9 | 1 | 8 | -7 | · | 5
23 | Cc1ccc(-c2c(C)sc(=NC(=O)c3ccco3)n2C)cc1 | -7 | 2 | -4 | 0.1 | -4 | 4 | 1 | 0 | 20 | 7
24 | COC(=O)Cn1cc(C#N)c2ccccc21 | -2 | 3 | -2 | -0.2 | 5 | -1 | -8 | -5 | -36 | 2
25 | CC(=O)N1N=C(c2ccc(C)cc2)OC1c1cccnc1 (centres undefined) | -4 | -9 | 0 | -0.4 | -1 | 1 | -9 | 1 | 22 | -2
26 | O=C(COC(=O)c1ccc([N+](=O)[O-])o1)Nc1ccc(Br)cc1F | · | 0 | · | · | · | -10 | 13 | -5 | · | -20
27 | Cc1cc(C(=O)OC(C(=O)Nc2cccc(C(F)(F)F)c2)c2ccccc2)c(C)o1 (centres undefined) | -1 | 0 | 12 | -0.5 | -2 | -120 | 4 | -11 | 30 | 5
28 | COC(=O)c1ccc(OCCOc2ccccc2C)cc1 | 6 | -4 | 0 | -3.6 | ? | 0 | -1 | -72 | -41 | -4
29 | CN(c1nc2c(c(=O)n(C)c(=O)n2C)n1CC(=O)c1ccccc1)C1CCCCC1 | 1 | 2 | -3 | 1.1 | 1 | 1 | 7 | -6 | 15 | 1
30 | CC(=O)c1ccc(NC(=O)COC(=O)CCc2ccc(S(=O)(=O)N3CCOCC3)cc2)cc1 | -3 | 0 | 6 | -0.4 | 3 | 9 | 4 | -3 | -5 | 10
31 | CCOc1ccc(C(=O)NC2C(=O)N3C(C(=O)O)=C(COC(C)=O)CSC23)cc1OCC (centres undefined) | -5 | -1 | · | 1.2 | 2 | · | -4 | -8 | · | -3
32 | COc1ccccc1-c1ccc(/C=C2/C=C(CC(C)C)OC2=O)o1 | 0 | -24 | -1 | 3.1 | -14 | -13 | -35 | 9 | -8 | -1
33 | COc1cnn(-c2ccc(C)cc2)c(=O)c1Cl | -1 | 0 | -6 | -0.4 | 0 | 14 | 5 | -9 | 17 | 3
34 | Cc1ccc(C(=O)OCC(=O)NC2CCCCC2)cc1S(=O)(=O)N1CCCCC1 | -7 | -1 | · | -3.2 | 0 | 8 | 1 | 2 | · | 6
35 | CC(=O)Nc1ccc2c(c1)Cc1c-2cc(Cl)c(NC(C)=O)c1Cl | -4 | 21 | · | -0.4 | -3 | · | 3 | -2 | · | -5
36 | Cc1cc(C)cc(NC(=O)CCCCCN2C(=O)[C@@H]3Cc4ccccc4CN3C2=O)c1 | -3 | 4 | -2 | -0.5 | -1 | 0 | -2 | -6 | 19 | 2
37 | CCOC(=O)C1CCN(C(=S)NC2CCCC2)CC1 | -2 | 11 | 6 | -0.3 | -1 | 1 | -6 | 5 | 10 | 3
38 | Cc1oc(-c2ccccc2F)nc1CS(=O)CC(=O)NC1CCCC1 (centres undefined) | -1 | 6 | 0 | 0.7 | -1 | -2 | 5 | -3 | -15 | 5
39 | COCC(=O)NC1(c2nnnn2CCOC(=O)Nc2ccc(Cl)cc2)CCCCC1 | -1 | 3 | 0 | -0.5 | -2 | 6 | -7 | -5 | -14 | 5
40 | CN(C(=O)c1cccc(N2C(=O)C3C4C=CC(C4)C3C2=O)c1)C1CCCCC1 (centres undefined) | -1 | 3 | 1 | -0.2 | -4 | 0 | 9 | 7 | 7 | -4
41 | Fc1ccc(NC(=S)SCc2ccc3c(c2)OCO3)cc1F | -7 | -14 | · | 0.4 | 2 | · | -8 | · | · | 1
42 | Cc1nonc1OCCNc1ccc([N+](=O)[O-])c2cccnc12 | 2 | -2 | -3 | 8.4 | 3 | -6 | 25 | 13 | -20 | -39
43 | CC(=O)Nc1ccc(NC(=O)CN2C(=O)COc3ccc(S(=O)(=O)N4CCCCC4)cc32)cc1 | -3 | 12 | 0 | 1.3 | 2 | 2 | 10 | 1 | 10 | -1
44 | NC(=O)c1cnn2c(-c3ccc(Cl)cc3Cl)ccnc12 | 11 | 11 | 5 | -3.0 | -7 | 0 | · | -6 | -13 | ·
45 | O=C(CCn1nc(-c2ccccc2)ccc1=O)N1CCN(c2ccccn2)CC1 | -2 | -1 | -1 | -0.4 | -16 | 5 | 4 | -8 | 13 | 3
46 | COc1ccc(CNC(=S)NC2CCCCC2)cc1 | 3 | 5 | 5 | 2.3 | 0 | 4 | -5 | -6 | 14 | 7
47 | CCOc1cc(/C=N/NC(=O)CSc2nncn2C)ccc1OCC(N)=O | -13 | 2 | 2 | -6.2 | ? | -1 | 1 | i | 8 | -3
48 | COc1ccc(NC(=O)c2ccc3c(c2)OCO3)cc1 | 4 | 8 | 3 | -0.9 | ? | -5 | -4 | -12 | 4 | 0
49 | CC(C)CNS(=O)(=O)c1cc(C(=O)N2CCOCC2)c(Cl)cc1Cl | ? | -1 | -3 | 6.4 | 14 | 5 | 1 | -4 | 7 | 8
50 | O=[N+]([O-])c1cccc(/C(=N/N=C/c2ccccc2Br)C23CN4CN(CN(C4)C2)C3)c1 | -9 | 2 | -3 | -0.5 | -15 | -9 | -16 | · | 31 | -6
51 | O=C(O)c1cccc(N2C(=O)Nc3ccccc3N2O)c1 | 0 | 0 | -1 | 0.7 | 4 | 0 | 6 | -14 | -5 | -5
52 | Cc1cc(-c2nnco2)c(C)n1-c1ccc(F)cc1 | -2 | 4 | -1 | -0.9 | 4 | 4 | -7 | 7 | 31 | -2
53 | Cc1ccc2oc(=O)c(-c3ccc(O)cc3)c(C)c2c1 | 0 | 7 | · | -0.2 | -6 | 1 | -1 | -4 | · | 7
54 | C=CCN(CC=C)C(=S)Nc1ccc2nsnc2c1 | 10 | 4 | 6 | 22 | -1 | -12 | 51* | -106 | 26 | -35
55 | CCC(C)[C@H](NC(=O)N1CC(=O)Nc2ccccc21)C(=O)NC(C)CCc1ccccc1 (some centres undefined) | 0 | 4 | -5 | 0.1 | -3 | -10 | -14 | -21 | 15 | 10
56 | CC(=O)Nc1ccc(NC(=O)CN2CCN(c3cccc(C(F)(F)F)c3)CC2)cc1 | -2 | 7 | -4 | 0.0 | -8 | 3 | · | 2 | 21 | ·
57 | COc1ccc2c(Cl)c(C(=O)N/N=C/c3ccncc3)sc2c1 | -9 | 1 | 1 | -3.9 | -2 | -26 | 13 | · | 12 | -2
58 | O=C(NCCCN1CCCC1=O)c1ccc(Cl)c(Cl)c1 | -6 | 10 | 3 | -2.2 | -6 | 9 | 0 | -4 | 5 | 6
59 | O=C(CSc1nnc2ccccn12)NC(=O)NC1CCCC1 | 1 | 0 | -1 | 1.4 | -4 | -7 | -7 | -6 | 0 | -3
60 | CS(=O)(=O)c1ccc(C(=O)OCc2nnc(-c3ccc(Cl)cc3)o2)cc1[N+](=O)[O-] | -3 | -1 | -3 | -0.5 | -11 | -10 | · | -5 | 24 | ·

(more compounds)
No. | compound | Anthrax LF prot | MazEF act | 3CLpro inhibitor | BoNT-A LC inh2 | BoNT-F LC inh | Rv3671c protease | CCHFV vOTU inh | PriA SSB inh | VHR inh abs | PrPC TRFRET
61 | COc1ccc(S(=O)(=O)N2CCOCC2)cc1NC(=O)Cn1nnc2ccccc2c1=O | 4 | 0 | 1 | 0.6 | -5 | 13 | 4 | 10 | -19 | -3
62 | CSc1nsc(SCC(=O)Nc2ccc(C(=O)O)cc2)n1 | -2 | 1 | 2 | -1.0 | 2 | -6 | -10 | -6 | -40 | 7
63 | C/C(Nc1ccc(Cl)c(Cl)c1)=C1/CCOC1=O | 4 | 2 | · | 0.7 | -16 | · | -3 | · | · | 13
64 | CCn1cc(C(=O)NC2CCCCCC2)c2cc(OC)c(OC)cc2c1=O | -4 | 3 | 1 | -1.1 | -1 | 3 | -1 | -14 | -2 | -5
65 | Clc1ccc2nc(C3CCCCC3)c(Cc3ccsc3)n2c1 | 3 | · | · | 7.0 | -4 | · | 22 | · | · | 1

High-throughput results as filed in PubChem.

Only part of the results is shown; rates above refer to the full screens.
